EBI2 antag – EBI2 receptor antagonists, beta-arrestin recruitment, primary screen, cell-based, luminescence, 7a,25-OHC stimulation, uHTS; G-protein coupled receptor 183 (Homo sapiens), P32249; 7a,25-OHC stimulated; inhibition, % at 5 µM; 360,000 tested, 0.81% active; in the data active means inhibition above about 38%;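 further: enzyme fragment complementation signal reports receptor beta-arrestin coupling in cells; 0% = agonist plus DMSO wells and 100% = wells without agonist; some results beyond the cut were filed as inactive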
CXCR6 inh – CXCR6 receptor inhibitors, primary screen, cell-based, beta-arrestin, luminescence, CHO-K1 PathHunter, 1536-well; 360,000 tested, 0.36% active; AID 602244, 2012; inhibition, % at 20 µM; C-X-C chemokine receptor type 6 (Homo sapiens), O00574; in the data active means inhibition above about 34%, passing the limit was not always enough;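 further: antagonist mode with CXCL16 agonist at 10 nM final; 0% = 10 nM CXCL16 with DMSO and 100% = unstimulated wells without agonist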
UBC13 polyUb – UBC13 polyubiquitin chain formation inhibitors, primary screen, biochemical, TR-FRET, uHTS. AID 485273, 2010. inhibition, % at 20 µM. Ubiquitin-conjugating enzyme E2 N (Homo sapiens), P61088. 330,000 tested, 0.47% active; in the data active means inhibition above about 45%, passing the limit was not always enough; inconclusive means no clear call, values can overlap the other calls
Target sequence (P61088 whole entry, looked up): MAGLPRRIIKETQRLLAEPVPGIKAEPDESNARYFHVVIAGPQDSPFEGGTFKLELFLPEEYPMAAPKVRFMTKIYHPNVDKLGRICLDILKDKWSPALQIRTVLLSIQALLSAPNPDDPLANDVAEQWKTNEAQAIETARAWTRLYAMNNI
ATG4B inhibitor – ATG4B protease inhibitors, primary screen, biochemical, fluorescence, uHTS | inhibition, % at 8.33 µM | Cysteine protease ATG4B (Homo sapiens), Q9Y4P1 | AID 504462, 2011 | 340,000 tested, 0.51% active | ATG4B cleavage of LC3-PLA2, NBD-HPC fluorescence, 1 h; in the data active means inhibition above about 40%
Target sequence (Q9Y4P1 whole entry, looked up): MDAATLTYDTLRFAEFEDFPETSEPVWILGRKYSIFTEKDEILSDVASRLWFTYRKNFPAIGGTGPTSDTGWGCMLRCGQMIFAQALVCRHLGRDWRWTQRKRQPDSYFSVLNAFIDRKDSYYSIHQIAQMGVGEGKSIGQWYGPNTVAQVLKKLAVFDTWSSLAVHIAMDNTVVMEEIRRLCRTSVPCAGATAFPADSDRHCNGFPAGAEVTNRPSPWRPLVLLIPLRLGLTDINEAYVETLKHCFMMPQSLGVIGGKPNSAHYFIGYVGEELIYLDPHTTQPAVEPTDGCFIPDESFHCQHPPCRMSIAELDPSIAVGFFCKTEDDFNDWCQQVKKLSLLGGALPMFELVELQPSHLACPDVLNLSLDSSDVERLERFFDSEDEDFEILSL
APJ antagonist – antagonists of human apelin receptor APJ, primary screen, CHO-K1 cells, beta-arrestin complementation, luminescence | P35414 | inhibition, % at 20 µM | 330,000 tested, 0.32% active | AID 2521, 2010;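 active means inhibition above about 40% at 20 µM, limit read from the data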;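 further: cells challenged with 10 nM apelin-13 agonist together with compound; plate controls were apelin-13 plus DMSO wells for no effect and DMSO wells lacking apelin-13 for full effect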
Gli-Sufu antag – Gli-Sufu pathway antagonists, primary screen, luciferase luminescence, Sufu-KO-LIGHT cells, uHTS. Sufu-KO-LIGHT fibroblasts, Gli luciferase reporter luminescence. inhibition, % at 5 µM. 340,000 tested, 0.74% active;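 active means inhibition above about 55%, limit read from the data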;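 further: 0% = DMSO-treated cells and 100% = wells with medium but no cells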
APJ ag – agonists of human apelin receptor APJ, primary screen, CHO-K1 cells, PathHunter beta-arrestin, luminescence; P35414; 0% DMSO wells, 100% apelin; activation, % at 20 µM; 330,000 tested, 0.11% active; AID 2520, 2010;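 active means activation more than six SD over the plate average, tested at 20 µM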;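 further: 0% = DMSO alone and 100% = apelin-13 at 10 nM; some results filed as inactive read as strong as hits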
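Assay system: CHO-K1 APJ beta-arrestin complementation cell line / Compound: single test compound dose, 20 µM final, 1% DMSO / Times: overnight seeding, 90 min compound at 25 °C, 1 h detection / Technique: beta-gal luminescence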
CCR6 antagonist – CCR6 receptor antagonists, primary screen, cell-based, CHO-K1, luminescence, beta-arrestin, uHTS. inhibition, % at 20 µM. 340,000 tested, 0.49% active. CHO-K1 CCR6 PathHunter beta-arrestin, CCL20-stimulated. AID 493098, 2011;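 active means compounds whose inhibition of the agonist-driven luminescence signal at 20 µM reaches about 50%, limit read from the data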;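 further: cells stimulated with CCL20 at 14 nM final; plate controls were DMSO with CCL20 for no effect and DMSO without agonist for full effect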
Target sequence (P51684 whole entry, looked up): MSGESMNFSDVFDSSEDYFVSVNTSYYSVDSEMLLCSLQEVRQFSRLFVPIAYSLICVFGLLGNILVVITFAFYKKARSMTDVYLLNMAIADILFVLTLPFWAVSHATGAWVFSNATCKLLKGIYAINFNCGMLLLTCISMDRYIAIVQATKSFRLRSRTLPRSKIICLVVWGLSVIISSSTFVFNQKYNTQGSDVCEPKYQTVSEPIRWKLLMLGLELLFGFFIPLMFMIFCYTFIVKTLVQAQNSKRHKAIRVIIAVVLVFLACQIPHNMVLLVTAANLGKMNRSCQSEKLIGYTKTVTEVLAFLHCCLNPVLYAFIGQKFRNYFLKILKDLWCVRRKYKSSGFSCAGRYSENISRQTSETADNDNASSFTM
The depositor's hits bear a star; u = inconclusive; x = no result given.

Each structure is followed by: EBI2 antag	CXCR6 inh	UBC13 polyUb	ATG4B inhibitor	APJ antagonist	Gli-Sufu antag	APJ ag	CCR6 antagonist
> O=C(NCc1ccco1)C1CCN(C(=O)c2ccc(Cl)cc2Cl)CC1
    -1	0	4	2	-5	-8	-2	4
> O=C(OCC(=O)N1CCCC1=O)c1cc(S(=O)(=O)N2CCOCC2)ccc1Cl
    -6	-4	8	-7	15	-5	4	10
> CCOC(=O)C1C(c2cccc(F)c2)NC(=S)NC1(O)C(F)(F)F (configuration not stated)
    0	-2	-12	-11	0	4	3	7
> Cc1cc(Sc2nccn2C)ncc1[N+](=O)[O-]
    -1	-7	-9	-2	0	-6	-2	-5
> CC(C)(C)NC(=O)c1cc(F)c(F)cc1Cl
    9	-10	-3	-6	10	-4	-3	-5
> Cc1ncc(CN2CCCC(C(=O)Nc3ccc(-c4cscn4)cc3)C2)cn1 (configuration not stated)
    9	6	-3	-6	0	-5	0	4
> O=[N+]([O-])c1ccccc1S(=O)(=O)N1CCN(S(=O)(=O)c2ccc3c(c2)OCCO3)CC1
    -5	-4	-1	-2	1	13	-2	-5
> Cc1ccc(NC(=O)c2cnc(N3CCN(c4ccccn4)CC3)c3ccccc23)c(Br)c1
    -16	4	x	21	x	33	x	10
> CCCC(=O)n1nc(-c2ccc(C)cc2)nc1NCc1ccco1
    15	-3	8	-5	4	-57	-1	18
> CC(C)C[C@H]1CN=C(Nc2ccccc2)N1CCc1cccc(F)c1
    -5	1	13	2	-2	30	3	7
> CCOC(=O)c1c(NC(=O)CSc2ncn[nH]2)sc(C(=O)NC)c1C
    -12	-5	2	-6	11	1	-4	2
> COc1cc(OC)cc(C(=O)NCCc2ccc(OC)c(OC)c2)c1
    -2	2	2	-2	6	-4	0	6
> Cc1cc(Cl)ccc1NC(=O)c1ccc2c(c1)OCO2
    8	2	0	7	16	-95	-4	2
> COc1ccc(OC)c(Nc2nc(NCCO)c3ccccc3n2)c1
    5	0	0	-21	3	33	3	24
> N#C/C(=C\c1ccc(N2CCOCC2)o1)C(=O)NCC1CCCO1 (configuration not stated)
    3	6	-167	-1	14	-7	-3	2

Entries of single compounds, quoted from the list.
Cc1ccc(NC(=O)c2cnc(N3CCN(c4ccccn4)CC3)c3ccccc23)c(Br)c1 in the list: EBI2 antag = -16; CXCR6 inh = 4; UBC13 polyUb = x; ATG4B inhibitor = 21; APJ antagonist = x; Gli-Sufu antag = 33; APJ ag = x; CCR6 antagonist = 10
CC(C)(C)NC(=O)c1cc(F)c(F)cc1Cl in the list: EBI2 antag = 9; CXCR6 inh = -10; UBC13 polyUb = -3; ATG4B inhibitor = -6; APJ antagonist = 10; Gli-Sufu antag = -4; APJ ag = -3; CCR6 antagonist = -5

Following part:
Each structure is followed by: EBI2 antag	CXCR6 inh	UBC13 polyUb	ATG4B inhibitor	APJ antagonist	Gli-Sufu antag	APJ ag	CCR6 antagonist
> CCOC(=O)N1CCN(C(=O)c2cc3sccc3n2C)CC1
    7	6	4	1	-10	1	-2	6
> Cc1ccc(NC(=O)[C@@H]2CCCN2C(=O)c2cccs2)cc1S(=O)(=O)N1CCCCC1
    -1	9	7	1	13	7	-2	17
> CCCSc1nnc(NC(=O)Nc2ccc(F)cc2)s1
    -30	4	-1	1	-9	28	6	3
> Cc1ccc2cc(CN(CCCN3CCOCC3)C(=O)NC3CCCCC3)c(=O)[nH]c2c1C
    -7	0	-10	4	0	11	-1	2
> Cc1ccc(-c2nc(SC(C)C(=O)N3CCOCC3)n[nH]2)cc1 (configuration not stated)
    -4	-4	-4	2	1	5	3	-1
> CSCCC(NC(=O)c1ccccc1Br)C(=O)N1CCCC(C(F)(F)F)C1 (configuration not stated)
    0	0	7	-2	10	3	-1	19
> CCn1cc(/C=N/NC(=O)c2ccc(C#N)cc2F)c2ccccc21
    0	0	-12	1	34	15	-1	-7
> Cn1cccc1/C=N/NC(=O)C(O)c1ccccc1 (configuration not stated)
    -1	4	-2	-10	17	-1	3	10
> CC(C)CC(=O)NC(=S)NCc1ccccc1
    7	2	1	-7	-12	1	-1	0
> CCOc1cc(Cl)c(S(=O)(=O)NCc2ccccn2)cc1Cl
    -3	3	4	-7	-2	4	4	5
> O=C1CC(c2ccccc2F)c2cc3c(cc2N1)CCC3 (configuration not stated)
    2	4	4	9	-16	9	-3	-3
> CN(C/C(O)=C(\C#N)c1ccccc1)C1CCCCC1
    -2	-15	5	-4	10	-4	-2	23
> NC(=O)C1CCN(C(=O)c2ccc(NC3=NC4CS(=O)(=O)CC4S3)cc2)CC1 (configuration not stated)
    1	3	-4	-4	7	-25	7	0
> COc1ccccc1N1CCN(C(CNC(=O)c2ccc3c(c2)OCO3)c2cccnc2)CC1 (configuration not stated)
    -6	-8	4	-4	7	0	-4	11
> CCOC(=O)Cc1csc(NC(=O)Nc2cccs2)n1
    -4	3	-4	-8	-4	2	-1	14

More entries
Each structure is followed by: EBI2 antag	CXCR6 inh	UBC13 polyUb	ATG4B inhibitor	APJ antagonist	Gli-Sufu antag	APJ ag	CCR6 antagonist
> CN1CCN(C(=O)c2ccc3ccccc3c2)CC1
    41	-5	-5	-7	-14	-8	-4	11
> CCN(C[C@H]1N[C@@](Cc2ccccc2)(C(=O)OC)[C@H]2C(=O)N(C)C(=O)[C@@H]12)S(=O)(=O)c1ccc(OC)cc1
    -2	0	-1	3	-4	0	-1	-16
> O=C(CSc1nc2c(cnn2-c2ccccc2)c(=O)[nH]1)N1CCOCC1
    -8	2	0	-3	-9	0	-6	4
> CC(Cc1nnc(N)s1)c1ccccc1 (configuration not stated)
    -12	-10	-1	-2	2	41	1	15
> N#Cc1ccc(NC(=O)c2sc3cc(C(F)(F)F)cnc3c2-c2cccs2)cc1
    12	-2	u	-2	2	9	-4	27
> CC(C)(C)c1nc2sc3c(c2c(=O)o1)CCCC3
    3	-6	7	23	6	5	3	2
> COc1ccc(CCNC(=O)CSc2nc3c(c(=O)n(C)c(=O)n3C)n2C(C)C)cc1OC
    0	5	-10	1	6	30	-5	-6
> Cc1csc(CNc2ncnc3ccc(-c4cccnc4)cc23)c1
    -2	-4	5	-8	-10	-3	-2	-2
> CCOC(=O)Nc1ccc2c(c1)C(=NNC(N)=S)c1ccccc1-2
    23	31	x	-43	x	12	x	34
> Cc1ccccc1CSc1n[nH]c(NS(=O)(=O)c2ccccc2)n1
    2	-2	2	15	8	1	-1	16
> Cc1onc(-c2ccccc2)c1C(=O)NNC(=S)NC(=O)c1ccc(Br)cc1
    -6	13	x	-1	x	-11	x	37
> CNC(=O)CSCc1c(F)cccc1Cl
    -8	4	-3	-8	2	1	-3	-1
> Cn1c(=O)c2c(nc(NCc3ccc4c(c3)OCO4)n2C)n(C)c1=O
    -4	5	2	-8	16	-2	4	7
> COc1ccc(S(=O)(=O)N2CCOCC2)cc1N(C)S(=O)(=O)c1ccc(C)cc1
    -1	0	-8	1	9	-4	-7	3
> O=C(Nc1ccccc1)c1nc[nH]c1C(=O)N1CCN(c2ccccc2)CC1
    -10	5	7	-12	5	-4	-2	2

Continuation.
Each structure is followed by: EBI2 antag	CXCR6 inh	UBC13 polyUb	ATG4B inhibitor	APJ antagonist	Gli-Sufu antag	APJ ag	CCR6 antagonist
> O=C(CCCl)N1CCN(c2nc(-c3ccccc3)cs2)CC1
    3	1	4	4	19	-46	-1	24
> CS(=O)(=O)Nc1ccc(C2=NN(C(=O)c3ccccc3)C(c3cccs3)C2)cc1 (configuration not stated)
    -26	1	6	-16	-6	8	-1	7
> O=C(/C=C/c1cccs1)NC1CCCC1
    1	-7	3	-6	2	-21	-2	12
> CCC(=O)c1cc(F)c(N2CCN(C(=O)Cc3ccccc3)CC2)cc1C
    8	-10	6	-9	-2	12	5	15
> Nc1c(C(=O)c2ccc(F)cc2)oc2ccccc12
    0	3	5	-2	14	-33	-3	6
> CCN1C(=O)[C@H]2[C@@H](c3ccc(-c4ccc(F)cc4)c(OC)c3)N3CCC[C@@]3(C(=O)OC)[C@H]2C1=O
    -7	-1	-14	-13	-56	-5	3	15
> O=C(CSc1nc2ccccc2o1)Nc1ccccc1N1CCOCC1
    3	-4	1	-3	18	6	0	-2
> CCn1c(CN2CCN(CCO)CC2)nc2ccccc21
    -13	11	-1	-4	6	1	-3	14
> O=C(NCC(=O)N(Cc1ccc(F)cc1)C(C(=O)NCC1CCCO1)c1ccccc1)c1ccco1 (configuration not stated)
    -5	0	6	-8	-7	-4	-1	13
> CCC1=NN2C(=N)/C(=C\c3cccn3-c3ccc(C)c(C)c3)C(=O)N=C2S1
    -2	4	-18	37	-10	-4	-4	16
> Nc1nonc1C(=O)N/N=C/c1cc2c(cc1[N+](=O)[O-])OCO2
    -1	1	-11	1	12	-9	-1	17
> Cc1ccc2cccc(S(=O)(=O)n3nc(C)cc3C)c2n1
    0	3	-9	-5	15	6	-6	9
> O=[N+]([O-])c1cccc(Nc2c3ccccc3nc3ccccc23)c1
    3	15	-3	15	-26	-3	0	14
> CN(C)/C=C/C(=O)c1cnc(-c2ccccn2)s1
    -2	-1	9	-5	5	-44	-3	5
> Cc1nc2ccc3nc(NC(=O)C4COc5ccccc5O4)sc3c2s1 (configuration not stated)
    6	-7	-4	-1	-24	-3	-2	-20

Next records:
Each structure is followed by: EBI2 antag	CXCR6 inh	UBC13 polyUb	ATG4B inhibitor	APJ antagonist	Gli-Sufu antag	APJ ag	CCR6 antagonist
> O=C(O)Cn1cccc1C(=O)c1ccccc1
    -13	6	2	-2	-15	96*	-3	-29
> O=C1NC2NC(=O)N(C(Cc3ccccc3)C(=O)O)C2N1 (configuration not stated)
    -13	0	5	0	23	6	-2	-6
> COc1ccc(C)cc1NCc1cccc(OC)c1OC
    2	2	7	2	-7	4	-2	1
> COc1ccc(OC)c(C2=NO[C@@](CC(=O)O)(C(=O)Nc3ccc4c(c3)OCCO4)C2)c1
    3	-2	-2	1	-5	-6	0	2
> COc1cc(C(=O)NCc2nnc(SCC(=O)Nc3cc(C)on3)o2)cc(OC)c1OC
    -5	1	2	-5	2	-6	4	3
> CCOc1ccc(-c2cc3nc(C4CCN(C(=O)OC(C)(C)C)CC4)c(C(=O)O)cn3n2)cc1
    12	4	4	-11	16	-5	-3	1
> CC(Oc1cc(Cl)ccc1Cl)C(=O)N/N=C\c1ccnn1C (configuration not stated)
    -2	-2	2	-7	-30	-12	-2	-10
